Screening data from PubChem.
OXTR agonist = agonists of human oxytocin receptor | P30559 | CHO-OTR cells, Fluo-8 calcium fluorescence; normalized: DMSO 0%, oxytocin 100% | activation, % at 3 µM | actives 0.32% (n = 320,000) | AID 2435;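 active means activation above the mean of all tested compounds plus 3 SD, cutoff set per screening run, cut at about 20% in these data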;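 further: peak over basal fluorescence ratio from a 100 s FLIPR kinetic read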
Target sequence (P30559 whole entry, looked up): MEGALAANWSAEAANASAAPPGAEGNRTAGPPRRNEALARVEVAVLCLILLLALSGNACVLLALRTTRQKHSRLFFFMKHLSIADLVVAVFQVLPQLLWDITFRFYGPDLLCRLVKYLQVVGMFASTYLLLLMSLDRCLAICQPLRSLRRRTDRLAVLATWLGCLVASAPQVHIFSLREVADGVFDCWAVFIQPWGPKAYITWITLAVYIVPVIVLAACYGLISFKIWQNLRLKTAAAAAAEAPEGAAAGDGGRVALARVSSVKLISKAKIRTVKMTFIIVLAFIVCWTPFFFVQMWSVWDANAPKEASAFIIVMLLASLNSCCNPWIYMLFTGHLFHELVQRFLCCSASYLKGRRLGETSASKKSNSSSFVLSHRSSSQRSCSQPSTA
CHRM1 PAM = human CHRM1 positive allosteric modulation | P11229 | activation, % at 3 µM | CHO-K1 hM1, Fluo-8 calcium fluorescence, ACh EC20; 0% = ACh EC20, 100% = maximal ACh | AID 588819 | actives 0.088% (n = 360,000); in the data active means activation above about 19%, passing the limit was not always enough
CHRM1 agonist = activates human CHRM1 receptor; actives 0.33% (n = 360,000); activation, % at 3 µM; CHO-K1 hM1, Fluo-8 calcium fluorescence, agonist mode; 0% DMSO, 100% acetylcholine EC100; P11229; AID 588814;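 active means activation above the run's mean compound activation plus 3 SD, cut at about 16% in these data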;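 further: peak over basal fluorescence ratio within a 140 s kinetic read after compound addition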
OXTR potentiator = potentiators of human oxytocin receptor; P30559; CHO-OTR cells, Fluo-8 calcium fluorescence, potentiator mode; 0% = oxytocin EC15, 100% = EC100; activation, % at 3 µM; actives 0.061% (n = 320,000); AID 2445;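 active means activation above that plate's cutoff, the mean activation of tested compounds plus 3 SD, cut at about 6.6% in these data, passing the limit was not always enough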;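 further: 100% uses oxytocin at 75 nM as the full agonist control; some results filed as inactive read as strong as hits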
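test system = CHO-OTR cells, human receptor | compound = single-point 3.0 µM | schedule = 6 min compound pre-incubation at room temperature, 100 s kinetic read | signal = Fluo-8 no-wash calcium dye fluorescence, excitation 470-495 nm, emission 515-575 nm | repeats = single well per compound, singlicate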
M1 antag = antagonists of human M1 muscarinic receptor; CHO-K1 hM1, Fluo-8 calcium fluorescence, ACh EC80 antagonist; AID 588852; P11229; inhibition, % at 3 µM; actives 1.3% (n = 360,000);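 active means percent inhibition above its own plate's cutoff, namely the mean of that plate's compound wells plus 3 SD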;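 further: peak over basal fluorescence ratio during 140 s after agonist addition; 0% = ACh EC80 plus DMSO and 100% = DMSO alone without agonist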
TAAR1 agonist = human TAAR1 agonism | CHO RD-HGA16 TAAR1, Fluo-8 calcium fluorescence; vehicle wells 0%, saturating PEA agonist 100% | activation, % at 3 µM | actives 0.99% (n = 360,000);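 active means activation above the mean activation of all test compounds in the run plus 3 SD, cut at about 38% in these data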
Target sequence (Q96RJ0 whole entry, looked up): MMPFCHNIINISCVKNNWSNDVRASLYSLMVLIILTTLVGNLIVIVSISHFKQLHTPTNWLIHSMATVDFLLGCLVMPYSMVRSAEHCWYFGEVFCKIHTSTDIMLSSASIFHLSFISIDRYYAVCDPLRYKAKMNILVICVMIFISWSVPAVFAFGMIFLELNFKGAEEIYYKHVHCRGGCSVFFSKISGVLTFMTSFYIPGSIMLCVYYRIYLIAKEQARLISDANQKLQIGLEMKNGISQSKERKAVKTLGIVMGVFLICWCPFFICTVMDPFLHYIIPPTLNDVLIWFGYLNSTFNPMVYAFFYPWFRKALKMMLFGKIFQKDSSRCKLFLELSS
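Assay system: CHO-derived RD-HGA16 cells with stable Gα16 and human TAAR1; timing: 17-24 h seeding, 75 min 37 °C dye, 30 min RT; read-out: % activation from peak over basal fluorescence ratio, DMSO-to-PEA scaled; measured by: kinetic Fluo-8 calcium fluorescence; benchmarks: low control DMSO, high control PEA (EC100); doses: 3 µM single concentration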
CHO parental Ca = signal in parental CHO cells, OX1R antagonist counter-screen | actives 0.63% (n = 330,000) | parental CHO-K1, ATP-induced calcium, Fluo-8 fluorescence | inhibition, % at 5.6 µM | AID 463079;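 active means inhibition above that plate's mean sample inhibition plus 3 SD, cut at about 26% in these data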;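 further: 0% = ATP-challenged DMSO wells and 100% = DMSO wells without ATP; some compounds past the cut are filed as inactive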
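Test system: untransfected parental CHO cell line; also added: ATP stimulus; dosing: 5.6 µM, single dose; signal: calcium-sensitive Fluo-8 fluorescence; measure: percent inhibition of ATP-evoked calcium rise, normalized to controls; benchmarks: low control ATP plus DMSO, high control DMSO only; replication: one well per compound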
V1R ag counter = counter-screen for oxytocin receptor agonists: human V1a receptor agonists; CHO-V1R cells, Fluo-8 calcium fluorescence, agonist mode; 0% DMSO, 100% 3 nM vasopressin; activation, % at 3 µM; actives 0.25% (n = 320,000);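 active means activation above the mean activation of all tested compounds plus 3 SD, per screening run, cut at about 20% in these data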;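 further: signal is peak over basal fluorescence ratio across a 100 second FLIPR read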
TAAR1 antagonist = human TAAR1 antagonism; Q96RJ0; CHO RD-HGA16 TAAR1, Fluo-8 calcium fluorescence, antagonist; actives 1.5% (n = 360,000); inhibition, % at 3 µM; AID 624466;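 active means inhibition above a per-plate cutoff, the mean inhibition of test compounds on that plate plus 3 SD, cut at about 49% in these data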;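 further: 0% = DMSO plus EC80 beta-PEA response and 100% = DMSO alone without agonist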
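test system = CHO RD-HGA16 cells bearing hTAAR1 | replication = singlicate | controls = DMSO-only wells and EC80 β-PEA-stimulated wells | reagent = EC80 β-phenethylamine stimulus | read-out basis = percent inhibition of PEA-evoked calcium signal, max/basal emission ratio | schedule = seeding 17-24 h prior, 75-min 37 °C, 30-min RT dye loading | signal = kinetic Fluo-8 calcium fluorescence measurement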
* hit, by the source's call; / = not tested or not shown.

#1 O=C(C1CCN(C2CC(=O)N(c3cccc(Cl)c3)C2=O)CC1)N1CCCC1 (stereo not drawn)
#2 Cc1ccc(F)c(S(=O)(=O)NC(=O)C2(C)CCN2C(=O)C2(c3ccc(Cl)cc3)CCC2)c1 (stereo not drawn)
#3 Nc1c2nc(-c3ccccc3Cl)[nH]c(=O)c2nc(=O)n1-c1ccccc1
#4 CC1C/C(=N\NC(=S)NC(C)C)CC(C)(C)C1 (stereo not drawn)
#5 O=C(NCC(c1ccco1)N1CCCC1)c1cc2cc(Cl)ccc2o1 (stereo not drawn)
#6 COCCOC(=O)C1=C(C)OC(N)=C(C#N)C1c1cc2cccc(C)c2nc1Cl (stereo not drawn)
#7 CC(C)NC(=O)CC(=O)N/N=C/c1ccc(Br)cc1
#8 CCN(CC(=O)NCc1ccco1)S(=O)(=O)c1ccc(F)cc1

screen / no.,1,2,3,4,5,6,7,8
OXTR agonist,0.2,/,-0.1,-1.1,0.8,0.3,-0.5,2.3
CHRM1 PAM,3,1,12,-3,10,-1,1,8
CHRM1 agonist,-5,-4,-3,-6,-8,-4,3,-4
OXTR potentiator,-9,/,-6,-2,-4,-5,-3,-1
M1 antag,-14,-2,-19,0,-8,6,1,-7
TAAR1 agonist,9,1,3,13,2,-1,15,7
CHO parental Ca,2,/,-32,-8,-20,-4,-6,-1
V1R ag counter,-0.2,/,-0.5,-0.7,1.6,0.2,0.1,0.6
TAAR1 antagonist,-7,-8,-11,9,-9,14,14,-12

Along the list, from the results shown:
OXTR agonist, nos. 1 to 8 → 0.2, /, -0.1, -1.1, 0.8, 0.3, -0.5, 2.3
V1R ag counter, nos. 1 to 8 → -0.2, /, -0.5, -0.7, 1.6, 0.2, 0.1, 0.6
TAAR1 agonist, nos. 1 to 8 → 9, 1, 3, 13, 2, -1, 15, 7

The listing picks up with the 2 entries that preceded the break.
#7 CC(C)NC(=O)CC(=O)N/N=C/c1ccc(Br)cc1
#8 CCN(CC(=O)NCc1ccco1)S(=O)(=O)c1ccc(F)cc1
#9 Cc1ccc(C(=O)Cn2c3[n+](c4ccccc42)CC(O)CS3)cc1 (stereo not drawn)
#10 Cc1cccc(N2CCN(C(=O)c3cc(S(=O)(=O)N4CCOCC4)cn3C)CC2)c1C
#11 CCN(CC(=O)Nc1c(F)cccc1F)C(=O)/C=C/c1ccc(Br)s1
#12 O=C(CNC(=O)c1ccco1)OCC(=O)c1ccc([N+](=O)[O-])cc1
#13 CN1CCN(NC(=O)CN(C)S(=O)(=O)c2cc(Cl)ccc2Cl)CC1
#14 O=[N+]([O-])c1cnn2cc(Br)cnc12
#15 CC(C)c1ccc(CN2CCC(Oc3ccc(C(=O)N4CCCC4)cc3)CC2)cc1
#16 CCOc1ccc(NC(=O)CN(C)C(=O)Cc2n[nH]c(=O)c3ccccc23)cc1OCC

screen / no.,7,8,9,10,11,12,13,14,15,16
OXTR agonist,-0.5,2.3,-1.1,4.3,-1.7,4.1,0.1,-0.1,0.4,1.3
CHRM1 PAM,1,8,-1,-4,8,-4,17,4,-23,15
CHRM1 agonist,3,-4,-8,-1,-2,-1,-11,-3,-4,-5
OXTR potentiator,-3,-1,-7,-5,-7,-13,-7,-7,-14,2
M1 antag,1,-7,11,9,-13,6,-8,1,81*,-11
TAAR1 agonist,15,7,1,4,-1,-2,6,2,1,2
CHO parental Ca,-6,-1,-7,-15,-21,-7,-14,2,-11,-9
V1R ag counter,0.1,0.6,0.1,5.0,-1.1,0.0,1.2,-0.2,2.4,0.0
TAAR1 antagonist,14,-12,-31,-8,-14,-2,-10,-14,-14,9

Quoted at random: three records from the list
#16 CCOc1ccc(NC(=O)CN(C)C(=O)Cc2n[nH]c(=O)c3ccccc23)cc1OCC
#15 CC(C)c1ccc(CN2CCC(Oc3ccc(C(=O)N4CCCC4)cc3)CC2)cc1
#11 CCN(CC(=O)Nc1c(F)cccc1F)C(=O)/C=C/c1ccc(Br)s1

screen / no.,16,15,11
OXTR agonist,1.3,0.4,-1.7
CHRM1 PAM,15,-23,8
CHRM1 agonist,-5,-4,-2
OXTR potentiator,2,-14,-7
M1 antag,-11,81*,-13
TAAR1 agonist,2,1,-1
CHO parental Ca,-9,-11,-21
V1R ag counter,0.0,2.4,-1.1
TAAR1 antagonist,9,-14,-14

Continuation:
#17 C/C(=N\NC(=O)c1cc(C)nc2ccccc12)c1cccs1
#18 O=S(=O)(NC1CCN(Cc2ccccc2)CC1)c1cccc2cccnc12
#19 COC(=O)c1ccccc1NS(=O)(=O)c1ccc2c(c1)oc(=O)n2C
#20 CC1(C)CC(=O)C(C(c2ccc(F)cc2)C2C(=O)CC(C)(C)CC2=O)C(=O)C1
#21 CCCCNc1oc(-c2ccc(OC)cc2)nc1S(=O)(=O)c1ccccc1
#22 Nc1c(C(=O)N/N=C/c2cccnc2)oc2nc(-c3ccco3)cc(-c3ccco3)c12
#23 O=S(=O)(Nc1nnc(C2CC2)s1)c1ccccc1
#24 OCc1ccc(-c2cncc3nccn23)cc1
#25 O=C(c1ccco1)N1CCN(C(=O)c2ccccc2OCc2ccc(Cl)cc2)CC1

screen / no.,17,18,19,20,21,22,23,24,25
OXTR agonist,-0.4,0.5,1.6,-1.7,-0.7,1.0,1.6,/,-0.5
CHRM1 PAM,11,15,-2,9,3,11,10,0,5
CHRM1 agonist,-3,-7,-6,-4,-6,-3,-4,-3,1
OXTR potentiator,0,-7,-12,-13,-2,0,-9,/,-5
M1 antag,-13,-11,-1,-11,-4,-17,-16,-4,-6
TAAR1 agonist,2,/,4,2,0,3,-1,3,4
CHO parental Ca,-9,-14,-4,1,-22,-27,24,/,-17
V1R ag counter,-0.1,0.1,1.3,-0.2,-0.5,2.4,-0.2,/,0.8
TAAR1 antagonist,-27,/,6,3,6,-7,-6,-13,-6
